TDP2 inh: blocks human TDP2 phosphodiesterase activity. inhibition, % at 12.8 µM. actives 0.34% (n = 370,000). recombinant TDP2, T5PNP hydrolysis, p-nitrophenol absorbance 415 nm. O95551;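 active = inhibition above the mean of all tested compounds plus 3 SD, set per campaign, cut at about 25% in these data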;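 also: 0% = DMSO with enzyme and 100% = buffer with substrate but no TDP2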
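System – recombinant human TDP2 · Quantity – TDP2 enzyme at 120 nM final · Doses – single concentration, 12.8 µM nominal, with 1% DMSO · Incubation – 2 h at 37 °C · Measured by – epi absorbance of p-nitrophenol freed from T5PNP by hydrolysis · Read-out – % inhibition relative to enzyme-containing and enzyme-free wells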
SIAE primary: inhibitors of human sialic acid acetylesterase SIAE | inhibition, % at 9.66 µM | actives 0.69% (n = 370,000) | SIAE FP-Rh probe binding, fluorescence polarization | Q9HAT2;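 active = inhibition above a cutoff: mean of compounds within the control limits plus 3 SD of those, cut at about 17% in these data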;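 also: 0% = plate median of compound wells and 100% = probe without SIAE protein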
ASAP1 GAP inh: blocks human ASAP1-stimulated Arf1 GTP hydrolysis; Q9ULH1; GDP FP detection; inhibition, % at 16.5 µM; actives 0.19% (n = 360,000); in the data active = inhibition above about 25%;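 also: 0% = vehicle with enzyme and substrate and 100% = no enzyme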
Target sequence (Q9ULH1 325-724 limits assumed): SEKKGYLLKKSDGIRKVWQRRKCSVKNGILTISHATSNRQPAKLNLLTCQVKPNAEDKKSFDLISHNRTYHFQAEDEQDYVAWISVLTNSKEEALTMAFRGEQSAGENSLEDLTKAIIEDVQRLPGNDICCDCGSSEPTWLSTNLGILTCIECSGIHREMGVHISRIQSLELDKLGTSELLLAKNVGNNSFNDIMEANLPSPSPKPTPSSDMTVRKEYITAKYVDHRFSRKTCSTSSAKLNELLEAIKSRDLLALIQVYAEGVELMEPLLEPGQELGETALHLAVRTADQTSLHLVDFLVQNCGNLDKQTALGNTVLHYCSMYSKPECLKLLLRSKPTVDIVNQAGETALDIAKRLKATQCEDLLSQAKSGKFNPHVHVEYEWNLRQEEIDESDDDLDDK
PLC-gamma1 inh: PLC-gamma1 (human) inhibition, primary screen | P19174 | purified PLC-gamma1, fluorogenic substrate, fluorescence | inhibition, % at 12.2 µM | actives 0.84% (n = 370,000); in the data active = inhibition above about 9.5%
PLCb3 inh: blocks human PLC-beta3 enzyme activity; Q01970; Purified PLC-beta3, fluorogenic substrate, fluorescence; inhibition, % at 12.2 µM; actives 0.18% (n = 370,000); AID 720704; in the data active = inhibition above about 11%;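 also: 0% = median of compound wells on plate and 100% = full blocker control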
ARFGAP1 inh: rat ARFGAP1 inhibition | Q62848 | Arfgap1-stimulated ARF1 GTP hydrolysis, GDP FP detection | inhibition, % at 16.5 µM | actives 0.26% (n = 360,000);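 active = inhibition above a per-plate limit, mean inhibition of low control wells plus 3 SD, cut at about 25% in these data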;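 also: 0% = DMSO wells with enzyme and 100% = wells lacking Arfgap1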
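Material – truncated rat Arfgap1 GAP domain · Buffer or medium – HEPES-based buffer, pH 7.5 · Reagent – human ARF1(Δ1-17)-GTP substrate · Dosing – 16.5 µM single point, 1.26% DMSO · Schedule – GTP hydrolysis reaction 2 h at 25 °C · Technique – GDP detection by fluorescence polarization · Benchmarks – No-Arfgap1 wells (100%) versus DMSO full-reaction wells (0%) · Repeats – single replicate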
ADAM10 inh: inhibitors of human ADAM10 | O14672 | recombinant ADAM10, EDANS/DABCYL FRET peptide cleavage, 3 h | inhibition, % at 7 µM | actives 0.62% (n = 370,000);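 active = inhibition above a per-campaign cutoff equal to the mean of compounds falling between control-based bounds plus 3 SD, cut at about 20% in these data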;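 also: 0% = DMSO wells while the 100% control is not disclosed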
Tn6 DDE FP: disrupts Tn6 cyclic peptide binding to fibrin D-Dimer-E complex. inhibition, % at 8.3 µM. P02675. actives 0.21% (n = 370,000). Fibrin DD(E) TRITC-Tn6 fluorescence polarization displacement;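 active = inhibition above a per-campaign cutoff: mean of compounds within control limits plus 3 SD, cut at about 15% in these data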;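 also: 0% = median of all compound wells on the plate and 100% = blocking peptide control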
ADAM17 inh: inhibits human ADAM17; P78536; recombinant ADAM17, EDANS/DABCYL FRET peptide cleavage; inhibition, % at 6.95 µM; actives 0.83% (n = 370,000); AID 720648;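 active = inhibition above the mean of compounds lying between control limits plus 3 SD, set per campaign, cut at about 8.5% in these data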;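 also: 0% = DMSO-only wells as the low control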
Target sequence (P78536 215-824 limits assumed): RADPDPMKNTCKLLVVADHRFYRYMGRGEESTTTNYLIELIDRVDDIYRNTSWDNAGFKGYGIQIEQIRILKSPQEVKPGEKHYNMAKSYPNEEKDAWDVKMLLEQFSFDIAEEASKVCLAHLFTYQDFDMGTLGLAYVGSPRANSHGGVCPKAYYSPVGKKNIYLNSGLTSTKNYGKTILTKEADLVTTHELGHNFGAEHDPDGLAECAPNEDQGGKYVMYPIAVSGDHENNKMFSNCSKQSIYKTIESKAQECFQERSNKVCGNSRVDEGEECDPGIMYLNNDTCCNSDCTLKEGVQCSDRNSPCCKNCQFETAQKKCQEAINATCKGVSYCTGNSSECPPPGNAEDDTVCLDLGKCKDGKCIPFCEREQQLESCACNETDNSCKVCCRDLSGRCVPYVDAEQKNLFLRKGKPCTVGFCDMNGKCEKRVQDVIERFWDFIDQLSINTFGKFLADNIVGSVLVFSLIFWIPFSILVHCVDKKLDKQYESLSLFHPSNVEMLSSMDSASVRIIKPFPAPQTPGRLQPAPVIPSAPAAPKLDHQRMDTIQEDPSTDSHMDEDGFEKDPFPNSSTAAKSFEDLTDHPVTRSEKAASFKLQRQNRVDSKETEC
DDE Tn7 FP inh: DD(E)-Tn7 binding inhibition, primary FP screen. P02675. FP displacement of FITC-Tn7 peptide from fibrin DD(E); 0% = median of compound wells per plate. inhibition, % at 8.3 µM. actives 0.13% (n = 370,000);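 active = inhibition above the mean of compounds falling within the control limits plus 3 SD of them, cut at about 14% in these data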;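 also: 0% = plate median of compound wells and 100% = 10 µM Aha-Tn7 peptide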
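Assay system: Human clot-derived fibrin DD(E) complex | Buffer or medium: Tris/NaCl/CaCl2 buffer, pH 7.8 | Repeats: One replicate per compound | Benchmarks: Aha-Tn7 high control | Measure: % inhibition scaled between sample-field median and high-control FP | Schedule: 10 min plus 3 h, room temperature | Signal: Fluorescence polarization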
An asterisk follows results filed as active.

| entry | SMILES | TDP2 inh | SIAE primary | ASAP1 GAP inh | PLC-gamma1 inh | PLCb3 inh | ARFGAP1 inh | ADAM10 inh | Tn6 DDE FP | ADAM17 inh | DDE Tn7 FP inh |
| --- | --- | --- | --- | --- | --- | --- | --- | --- | --- | --- | --- |
| 1 | O=C(CC1(c2ccc(Cl)cc2)C2CC3CC(C2)CC1C3)NCCO (stereo not given) | 7 | 11 | 8 | -2 | 3 | -3 | 5 | -3 | 0 | -1 |
| 2 | O=C(NN1CCOCC1)c1ccco1 | 4 | 2 | 3 | 1 | -4 | 2 | -8 | -5 | -4 | -1 |
| 3 | CSc1ncccc1C(=O)Nc1nccs1 | 13 | 1 | 9 | 5 | 2 | 6 | -1 | 2 | 2 | 0 |
| 4 | COc1ccc(-c2noc(CSc3nc4sc(C)c(C)c4c(=O)n3-c3ccccc3)n2)cc1 | 12 | 11 | -6 | 2 | 2 | -5 | -2 | 10 | -2 | 4 |
| 5 | CCOc1ccc(CNC(=O)c2ccccc2NC(=O)C2=CSCCO2)cc1 | -12 | -18 | 6 | 6 | -9 | 5 | 3 | -9 | 0 | 3 |
| 6 | CCn1cc(Br)c(C(=O)Nc2ccc(C(=O)OC(C)C)cc2)n1 | 4 | -4 | 14 | 0 | 1 | -9 | 0 | -3 | 0 | -8 |
| 7 | CC(=O)Nc1ccc(N/C(C)=C/C(=O)c2cccnc2)cc1 | -5 | 5 | 7 | -5 | -2 | 7 | -11 | -4 | 1 | 4 |
| 8 | Nc1cc(Br)cc2c1[nH]c(=O)c1ccccc12 | -3 | 2 | -9 | -40 | -56 | -6 | -18 | -5 | -4 | 1 |
| 9 | CN(C)c1ccc(C(O)Cc2nc3ccccc3n2C)cc1 (stereo not given) | -18 | 0 | -20 | -123 | -178 | -3 | -24 | 7 | -13 | 3 |
| 10 | CC1Sc2ccc(S(=O)(=O)CCC(=O)N(C)Cc3ccco3)cc2NC1=O (stereo not given) | -15 | -1 | 4 | 3 | -7 | -1 | -7 | -12 | 2 | 3 |
| 11 | CCN(c1cccc(C)c1)S(=O)(=O)c1ccc(-n2cccn2)cc1 | 5 | 5 | -8 | 1 | -6 | -3 | 5 | -10 | 2 | 4 |
| 12 | O=C(NCCCn1ccnc1)/C(=C/c1ccccc1)NC(=O)c1ccccc1 | 2 | 0 | -1 | 0 | -8 | 3 | -8 | 7 | -3 | -4 |
| 13 | O=C(CN1CCN(Cc2ccccc2)CC1)NCCNc1ccc([N+](=O)[O-])cn1 | 24 | 5 | -2 | -2 | 3 | -7 | 3 | -34 | 3 | -252 |
| 14 | O=C(NNC(=O)C1CC=CCC1)c1cccc(Br)c1 (stereo not given) | 5 | 1 | 4 | 5 | 0 | 2 | 4 | 8 | 2 | 3 |
| 15 | CCCC(CCC(=O)Nc1nccs1)C(=O)O (stereo not given) | 6 | -1 | -17 | 4 | 2 | -6 | 3 | 4 | 0 | 6 |
| 16 | COc1cc(OC)cc(C(=O)OCn2nnc3ccccc3c2=O)c1 | 0 | 3 | 4 | -1 | 0 | 1 | -11 | 1 | -6 | 3 |
| 17 | O=C1NC(=O)C(Cc2ccc(Cl)cc2)(c2ccccc2)N1 (stereo not given) | 2 | 1 | 3 | 1 | 1 | 2 | 7 | 12 | 40* | 6 |
| 18 | COc1ccc(N(C(=O)C(C)C)S(=O)(=O)c2ccc3c(c2)n(C)c(=O)n3C)cc1 | -1 | -3 | -6 | 2 | 3 | 9 | 6 | -13 | 1 | 2 |
| 19 | N#Cc1ccc(-c2ccc(OCC(O)CN3CCOCC3)cc2)cc1 (stereo not given) | 9 | 7 | 1 | -6 | -3 | -9 | -30 | 10 | -8 | 2 |
| 20 | CCN(CC)Cc1ccc(NC(=O)c2sc3cc(Cl)ccc3c2Cl)cc1 | -10 | -3 | -10 | 2 | -13 | -2 | 9 | 1 | 3 | -5 |
| 21 | CCCCNC(=O)NC1(C(F)(F)F)Oc2ccccc2O1 | 5 | 3 | 20 | -1 | -1 | 3 | -10 | -1 | -5 | -10 |
| 22 | CCc1ccc(N(CC(=O)NCc2ccc3c(c2)OCO3)C(=O)c2csnn2)cc1 | -3 | 0 | -13 | 2 | -4 | -5 | 14 | -10 | -1 | -1 |
| 23 | O=C(CN(Cc1ccccc1Cl)C(=O)CCC(=O)Nc1nccs1)NCC1CCCO1 (stereo not given) | 5 | -3 | -7 | -2 | -5 | -6 | -4 | 0 | 0 | 2 |
| 24 | COc1ccc2cc(CO)c3cc(OC)c(OC)cc3c2c1 | -4 | -13 | 6 | -6 | -11 | 11 | -4 | -3 | 3 | -1 |
| 25 | CCS(=O)(=O)c1nc(S(=O)(=O)c2ccc(C)cc2)c(N2CCCC2)s1 | 11 | 4 | 5 | 0 | -4 | -9 | 1 | -7 | -1 | -2 |
| 26 | Cc1noc(C)c1COC(=O)COc1ccc(C#N)cc1 | 2 | -2 | -16 | 1 | 2 | 6 | 3 | 0 | 1 | 3 |
| 27 | COc1cccc(C2=Cc3ccc(F)cc3C(CC(C)=O)N2c2ccc(C#CC3(O)CCCCC3)cc2)c1 (stereo not given) | 3 | -7 | 7 | -21 | -24 | 7 | -20 | -7 | -6 | -5 |
| 28 | COc1ccc(NC(=O)CN(C)C(=O)CCC(=O)c2ccc(C)cc2)cc1 | 2 | -6 | -4 | 5 | -8 | 0 | -4 | -2 | -4 | -1 |
| 29 | O=C(Nc1ccccc1)Nc1nnc(COc2ccccc2F)s1 | 0 | -54 | 1 | 0 | -7 | 17 | -1 | -3 | -2 | 4 |
| 30 | N#Cc1ccccc1S(=O)(=O)c1ccccc1C(=O)Nc1ccccc1 | 2 | -6 | 4 | 0 | -1 | 3 | -4 | 1 | -4 | 10 |
| 31 | Cn1c(=O)[nH]c(=O)c2c1nc(SCC(O)CO)n2Cc1ccccc1Cl (stereo not given) | 1 | -1 | 12 | 2 | 1 | 5 | 1 | -4 | -5 | 5 |
| 32 | COc1ccc2cc(S(=O)(=O)NC3CC(C)(C)NC(C)(C)C3)ccc2c1 | 8 | -2 | -4 | 0 | -10 | -10 | -25 | 0 | -4 | 2 |
| 33 | C/C(=N\NC(=O)c1nnn(-c2nonc2N)c1-c1ccc2c(c1)OCO2)c1ccc(F)cc1 | -31 | -6 | 11 | -2 | -23 | 14 | -13 | -3 | -6 | -4 |
| 34 | CC12CN(NC(=O)c3ccccc3F)C3(C#N)CC1CCC23C (stereo not given) | -2 | -1 | -4 | -1 | -1 | -7 | -6 | -1 | -5 | 5 |
| 35 | COc1ccc(CC(=O)NCc2nnc(SCC(=O)Nc3nccs3)n2C)cc1 | 6 | -6 | 4 | -1 | -1 | 9 | -3 | 5 | -4 | 3 |
| 36 | O=C(COC(=O)COc1ccc2ccccc2c1)NC1CCCc2ccccc21 (stereo not given) | 1 | -5 | 13 | -1 | -6 | 2 | 3 | 2 | -1 | 0 |
| 37 | CCOC(=O)c1cc(OCC)c2c(ccc3ccccc32)n1 | -19 | -9 | 5 | -18 | -24 | 8 | -74 | 3 | -16 | -5 |
| 38 | O=S(=O)(Nc1ccc(-n2cnnn2)cc1)c1ccc(Cl)cc1 | 0 | -2 | -7 | -1 | -4 | 6 | -9 | -1 | -2 | 8 |
| 39 | Cc1cc(S(=O)(=O)N2CCOCC2)ccc1OCC(=O)Nc1ccc(F)c(Cl)c1 | 10 | 13 | -1 | -2 | -5 | 2 | -2 | -3 | -2 | -3 |
| 40 | Cc1cc(NC(=O)C2CCCN2C(=O)Nc2cccc(Cl)c2)ccc1-n1cnnn1 (stereo not given) | -2 | 11 | 1 | 1 | 0 | -2 | 11 | 2 | 2 | 3 |
| 41 | CC(=O)Nc1ccc(S(=O)(=O)Nc2cc([N+](=O)[O-])ccc2C)cc1 | -3 | 0 | 4 | 3 | 3 | 7 | -5 | 2 | -1 | 0 |
| 42 | CC(=O)N=c1sc2c3ccccc3ccc2n1C | 6 | -2 | 1 | -6 | -4 | -2 | -12 | 11 | -5 | 10 |
| 43 | Cc1cc(C)nc(SCCN2CCCCC2)n1 | -26 | -7 | 17 | 13* | -9 | -3 | 7 | 6 | 7 | -2 |
| 44 | CCCCN(C)CCNC(=O)CN1C(=O)CSc2ccc(S(=O)(=O)N3CCCCC3)cc21 | -14 | -6 | 0 | 3 | -3 | -7 | 6 | 0 | -2 | -3 |
| 45 | COc1cccc(C(=O)N2CCC(N3CC(C)OC(C)C3)CC2)c1 (stereo not given) | 10 | 3 | 4 | 2 | 3 | -2 | 0 | 3 | 0 | -6 |
| 46 | Cc1cc(C)n2c(SCc3ccccc3Cl)nnc2n1 | 13 | 3 | 9 | 0 | 1 | -9 | 4 | 14 | -2 | 0 |
| 47 | c1cc(-c2ccncc2)ccn1 | -5 | -3 | 9 | -3 | -1 | 3 | -6 | 1 | -3 | 0 |
| 48 | Cc1c(C(C)O)nnn1-c1nonc1N (stereo not given) | -9 | -5 | 18 | 2 | -2 | 7 | -1 | -3 | -5 | -8 |
| 49 | COc1cc(CNc2ccc3[nH]c(=O)[nH]c3c2)cc(Br)c1OCC(=O)NC(C)(C)C | -7 | 2 | 7 | -8 | -9 | 18 | -148 | 0 | -18 | -6 |
| 50 | Cc1cc(/C=C(\C#N)C(=O)NCc2cccs2)c(C)[nH]1 | 0 | -8 | -1 | -13 | -17 | -4 | 1 | -1 | -1 | 6 |
| 51 | N#CCN1C(=O)C(=O)N(Cc2cccc(Cl)c2)C1=O | 12 | 5 | -3 | 3 | -4 | 1 | -2 | -5 | -2 | 5 |
| 52 | O=C(CNc1cccc(S(=O)(=O)N2CCOCC2)c1)Nc1ccc(C(F)(F)F)cc1 | -7 | -7 | 7 | 0 | -3 | 14 | -2 | -2 | 0 | -5 |
| 53 | O=C(O)c1ccccc1N/C=C\[N+](=O)[O-] | 7 | 0 | 0 | -14 | -18 | 3 | -92 | 6 | -35 | -1 |
| 54 | COc1cc(C2CC(=O)NC3=C2C(=O)CC(C)(C)C3)cc(OC)c1O (stereo not given) | 2 | 0 | 4 | 1 | 0 | 3 | -6 | -2 | -2 | 2 |
| 55 | CC(Oc1cccnc1[N+](=O)[O-])C(=O)Nc1ccc(F)cc1 (stereo not given) | -6 | -5 | 2 | 0 | -5 | 5 | -18 | -3 | -3 | -3 |
| 56 | O=C1CCC(C(=O)N2CCN(c3ccccc3)CC2)CN1CC1CCCCC1 (stereo not given) | 5 | -1 | -13 | 2 | -4 | 6 | 5 | -2 | 1 | -2 |
| 57 | O=[N+]([O-])c1ccc(CNc2ccc(Cl)cc2)s1 | 7 | 3 | 7 | 2 | -4 | 2 | 3 | 0 | 4 | -3 |

Looked up above:
`O=C(CNc1cccc(S(=O)(=O)N2CCOCC2)c1)Nc1ccc(C(F)(F)F)cc1` in ADAM17 inh is entered as 0
`O=S(=O)(Nc1ccc(-n2cnnn2)cc1)c1ccc(Cl)cc1` in ADAM10 inh is entered as -9

Screens: PubChem, The Scripps Research Institute Molecular Screening Center
